# Bioassay records as filed in PubChem.
# eIF4E-4G inh: eIF4E/eIF4G interaction inhibition in translation initiation. 0.37% of 220,000 active. TR-FRET eIF4E-eIF4GI(517-606) binding, 2 h. P63073+Q04637. inhibition, % at 21.7 µM;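 active = inhibition above about 30%, limit read from the data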;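 also: 0% = full FRET control wells and 100% = background wells lacking eIF4GI fragment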
# Ba/F3 V617F tox: reduce viability of Ba/F3 cells dependent on JAK2V617F | Ba/F3 EpoR-JAK2V617F viability, ATP luminescence | inhibition, % at 5.6 µM | 1.1% of 220,000 active | AID 1446;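 active = inhibition above the campaign mean plus 3 SD over all tested compounds, cut at about 24% in these data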;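 also: cytokine-independent growth of Ba/F3 cells driven by EpoR plus mutant JAK2; 0% = DMSO-treated cells and 100% = JAK inhibitor I control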
# NPY-Y2 PAM-ag: potentiates or activates human NPY-Y2 receptor | AID 1359 | P49146 | 0.45% of 220,000 active | cells expressing NPY-Y2, potentiator/agonist read-out | activation, % at 3.6 µM; in the data active = activation above about 27%;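 also: cells stimulated with NPY near EC25 plus isoproterenol at EC100; 0% = vehicle plus submaximal agonist and 100% = vehicle plus saturating agonist; some results beyond the cut were filed as inactive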
# S1P4 ag: activates the human S1P4 receptor | O95977 | S1P4-expressing cell line, agonist reporter assay | activation, % at 4.98 µM | 0.35% of 220,000 active; in the data active = activation above about 11%;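 also: 0% = DMSO vehicle and 100% = reference agonist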
# S1P4 antag: antagonists of human S1P4 receptor; O95977; S1P4-expressing cells, antagonist mode, reporter read-out; inhibition, % at 4.98 µM; 0.26% of 220,000 active; in the data active = inhibition above about 29%;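 also: 0% = wells stimulated with agonist and 100% = vehicle wells without agonist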
# Wee1 degr inh: human Wee1 degradation inhibition, primary screen | P30291 | HeLa Luc-Wee1K328M stability, luciferase luminescence; 100% = proteasome inhibitor MG132 effect | reporter increase, % at 5 µM | 1.2% of 220,000 active | AID 1321;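 active = activation above the mean of all tested compounds plus 3 SD, set per screening run, cut at about 8.8% in these data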;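 also: cells exposed to compound for 20 h before luminescence read; 0% = DMSO alone and 100% = MG132 at 30 µM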
# PERK inhibitor: human PERK inhibition, primary cell-based screen | Q9NZJ5 | CHO PERK-DD fusion, SEAP luminescence translation reporter | inhibition, % at 5.6 µM | 0.17% of 220,000 active | AID 1416;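 active = inhibition above the mean inhibition of all tested compounds plus 3 SD, set separately per screening campaign, cut at about 2.9% in these data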;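 also: PERK kinase domain activated by AP20187 dimerizer at 100 nM; 0% = DMSO with dimerizer and 100% = rapamycin at 8.4 µM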
# Target sequence (Q9NZJ5 whole entry, looked up, the tested form may be a part): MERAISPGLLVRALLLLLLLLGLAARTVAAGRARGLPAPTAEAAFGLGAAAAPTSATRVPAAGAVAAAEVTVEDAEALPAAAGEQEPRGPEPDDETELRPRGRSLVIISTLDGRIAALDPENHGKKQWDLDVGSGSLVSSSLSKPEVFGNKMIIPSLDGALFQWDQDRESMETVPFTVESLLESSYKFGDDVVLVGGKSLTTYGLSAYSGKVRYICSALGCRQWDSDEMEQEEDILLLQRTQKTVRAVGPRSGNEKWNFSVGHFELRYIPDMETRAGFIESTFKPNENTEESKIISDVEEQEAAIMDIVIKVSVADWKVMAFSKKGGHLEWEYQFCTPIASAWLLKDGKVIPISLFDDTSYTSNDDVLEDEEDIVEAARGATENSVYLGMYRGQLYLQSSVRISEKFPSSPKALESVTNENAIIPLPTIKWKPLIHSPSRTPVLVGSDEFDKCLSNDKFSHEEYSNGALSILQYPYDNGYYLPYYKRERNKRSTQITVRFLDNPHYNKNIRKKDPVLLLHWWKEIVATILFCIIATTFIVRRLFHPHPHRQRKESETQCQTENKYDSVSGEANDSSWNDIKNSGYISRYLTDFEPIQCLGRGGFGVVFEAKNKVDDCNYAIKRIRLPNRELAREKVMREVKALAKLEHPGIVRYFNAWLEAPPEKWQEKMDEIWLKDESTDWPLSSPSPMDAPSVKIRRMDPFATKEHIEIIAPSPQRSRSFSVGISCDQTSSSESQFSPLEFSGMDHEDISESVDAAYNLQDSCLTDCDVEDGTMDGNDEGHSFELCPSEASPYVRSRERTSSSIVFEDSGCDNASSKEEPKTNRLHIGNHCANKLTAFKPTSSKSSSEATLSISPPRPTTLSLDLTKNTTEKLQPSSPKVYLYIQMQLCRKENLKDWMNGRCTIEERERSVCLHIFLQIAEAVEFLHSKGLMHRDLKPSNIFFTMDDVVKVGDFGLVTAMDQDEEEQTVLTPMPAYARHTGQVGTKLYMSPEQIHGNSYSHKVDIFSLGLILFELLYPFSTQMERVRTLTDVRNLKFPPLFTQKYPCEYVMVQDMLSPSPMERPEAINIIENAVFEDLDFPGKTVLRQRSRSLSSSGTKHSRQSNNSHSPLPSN
# Mdm2 ligase inh: blocks human Mdm2 ubiquitin ligase activity; AID 1230; signal enhancement, % at 5 µM; 0.11% of 210,000 active; cell-based MDM2 ubiquitination luciferase reporter, 2 h; 0 = plate control, 100 = twice control, blank-subtracted;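 active = signal enhancement of 30% or more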;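 also: luminescence tracks abundance of the self-degrading MDM2-luciferase fusion protein; higher signal means inhibition of MDM2 E3 ligase activity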
#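 Assay system: stable mammalian line carrying autodegrading MDM2–luciferase fusion reporter; Input: 2000 cells in each well; Compound dosing: single-point 5 µM; Schedule: 2 h compound exposure at 37 °C; Signal: SteadyLite luciferase luminescence after 15 min room-temperature reagent incubation; Evaluation: % luminescence enhancement versus blank-corrected plate control mean; Benchmarks: plate controls and plate blanks.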
# BaF3 parental: counter-screen for JAK2V617F inhibitors: parental Ba/F3 viability inhibitors. CellTiter-Glo ATP luminescence. inhibition, % at 5.6 µM. 1.1% of 220,000 active;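 active = inhibition above a per-campaign cutoff, the mean inhibition of all tested compounds plus 3 SD, cut at about 27% in these data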;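 also: 0% = DMSO wells and 100% = JAK Inhibitor I control wells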
# The depositor's hits bear a star; x = no result given; [ ] = another dose, or the depositor's remark.
SMILES,eIF4E-4G inh,Ba/F3 V617F tox,NPY-Y2 PAM-ag,S1P4 ag,S1P4 antag,Wee1 degr inh,PERK inhibitor,Mdm2 ligase inh,BaF3 parental
CC1(C)CC(=O)C/C(=N\NC(=O)CCc2ccc(S(=O)(=O)N3CCOCC3)cc2)C1,2,1,4,-1.4,-2,-1,0.8,-3,5
COc1ccc(O)c(/C=N/NC(=O)c2ccc(OCc3cccc(Br)c3)cc2)c1,-3[fluorescence artefact?],-2,-14,2.2,-5,-3,0.6,-13,3
O=C(CSc1ncnc2c1nnn2Cc1ccccc1F)N1CCN(c2ccccc2)CC1,-6,0,-1,-3.9,-6,2,0.7,-2,6
CN(Cc1cccc2cnccc12)C(=O)CCc1nnc(CCc2ccccc2)o1,-1,0,-7,1.9,-10,1,1.3,-16,3
O=C(Nc1cccnc1)c1c(F)cccc1F,16,-5,4,-1.5,7,-2,1.0,-17,-1
CC(=O)Nc1cccc(NC(=O)Nc2ccc(F)cc2F)c1,3,-3,-3,-2.4,15,2,-0.1,-11,0
O=C(Nc1ccccc1C(=O)N/N=C/c1ccco1)c1ccccc1Cl,-11,-3,3,2.7,-3,0,0.3,-9,0
CCOC(=O)c1nc(C)n(-c2ccc(Cl)cc2)n1,-2[fluorescence artefact?],1,7,1.4,2,3,0.9,-3,2
CCN(CC)S(=O)(=O)c1cccc(-c2nnc(SCC(=O)NC3CCCC3)n2N)c1,-18,-4,11,-1.8,-7,1,0.4,-13,2
Cc1nc2ccccc2c(=O)n1N(c1ccccc1)c1ccccc1,3,-6,1,1.1,-3,0,0.0,-33,0
CCOn1c(=O)c(-c2cc3ccccc3o2)[n+]([O-])c2ccccc21,-4[fluorescence artefact?],1,3,1.0,-12,-2,-0.3,-4,4
O=C(NC(=S)N1CCN(Cc2ccc3c(c2)OCO3)CC1)c1cccc(Br)c1,20,-2,-10,1.0,-7,-2,0.0,9,0
O=C(Cn1cc(C(F)(F)F)ccc1=O)Nc1cc(S(=O)(=O)N2CCOCC2)ccc1Cl,12,-3,0,-1.8,-3,-2,0.5,12,7
CC1CN(CC(=O)Nc2cccc(C(=O)Nc3cccc(C(F)(F)F)c3)c2)CC(C)O1 (centres undefined),-3,0,-6,-5.5,-19,1,-2.1,-11,3
CN(C)C1NC(=O)c2cc(-c3ccccc3)sc2N1 (centres undefined),-1[fluorescence artefact?],0,13,0.8,5,1,0.6,-4,-1
Oc1ccc(/C=N/NC2=NCCCCC2)cc1,-10,-4,-4,-3.4,13,2,0.3,-4,-1
Cc1cccc(NC2=NC(=S)N(CC#N)C23CCCCC3)c1,2,-4,-5,2.1,-12,6,-0.2,9,1
CCN(C(=O)CCc1nc(-c2ccc(OC)cc2)no1)c1cc(OC)ccc1OC,5[fluorescence artefact?],1,0,-0.1,-3,1,-2.3,x,4
Cc1cc(Nc2cccc(F)c2)n2nc(C)nc2n1,-4,0,13,0.6,-11,-3,1.3,-11,5
CC(C)(C)n1ncc2c(=O)n(CC(=O)NC3CCCCC3)cnc21,1,0,3,-0.1,-3,3,-0.5,-15,9
CCOC(=O)c1ccc(NC(=O)CN2C(=O)CSCC2=O)cc1,2[fluorescence artefact?],-4,8,4.0,1,-1,2.4,-15,4
CN(Cc1ccccc1)C(=O)CSc1nc2c(c(C(F)(F)F)n1)CCc1ccccc1-2,x,-3,-4,-1.8,1,0,0.3,x,1
c1coc(-c2cc(C3CCNCC3)[nH]n2)c1,1,2,-3,-1.5,-8,1,0.6,-3,8
Cc1ccc(NC(=O)CSCC(=O)N2CCOCC2)cc1,4,-2,-7,-3.1,-7,0,1.6,1,3
CCC(=O)N1CCN(c2nc(-c3ccc(Cl)cc3)cs2)CC1,1[fluorescence artefact?],-2,18,-0.4,-6,-1,-0.9,x,3

# More entries:
SMILES,eIF4E-4G inh,Ba/F3 V617F tox,NPY-Y2 PAM-ag,S1P4 ag,S1P4 antag,Wee1 degr inh,PERK inhibitor,Mdm2 ligase inh,BaF3 parental
O=C1CN(C(=O)c2cc3ccccc3oc2=O)C(c2ccc(F)cc2)c2cc(F)ccc2N1 (centres undefined),1,-2,1,-1.0,4,1,0.2,x,4
COc1ccc(-n2ccnc2SCC(=O)Nc2ccccc2)cc1,-2,-4,-6,1.2,-12,4,0.1,7,-2
COc1ccccc1N1CCN(S(=O)(=O)Cc2ccccc2Cl)CC1,31*,-1,-3,1.8,-16,-1,0.1,-24,3
CCOCC(=O)Nc1ccc([N+](=O)[O-])cc1C,7,-2,20,3.0,-2,2,1.7,-3,1
Cn1c(=O)c2c(nc(N3CCCCCC3)n2CC(O)COc2ccccc2)n(C)c1=O (centres undefined),-3,-2,4,-0.8,-14,0,0.2,-14,0
Cc1ccc(-c2csc(N3N=C(c4ccccc4)/C(=C\c4ccc(N(C)C)cc4)C3=O)n2)cc1,-23,5,-13,-2.6,-8,-1,1.4,-8,9
C=CCNC(=S)Nc1ccc2cn[nH]c2c1,-5,-6,18,1.7,3,0,0.4,-15,-1
NS(=O)(=O)c1ccc(CNC(=S)Nc2ccc(F)c(Cl)c2)cc1,0,-4,9,1.2,2,-2,-0.3,-7,4
O=c1c2sccc2[nH]c(=S)n1-c1ccccc1,2,1,7,1.8,0,8,1.0,-2,27
COc1ccc(N/C=C(\C#N)c2ccc(OCCCF)cc2)cc1,0,0,-3,-1.2,1,3,-0.7,-3,4
Cc1ccc2nc(C)cc(C(=O)N3CCCC(CO)(Cc4ccccc4C)C3)c2c1 (centres undefined),3,5,-1,-1.0,22,-2,-0.2,2,11
CC1CC(Nc2ccccc2)c2ccccc2N1C(=O)c1cccnc1 (centres undefined),-1[fluorescence artefact?],-2,-7,1.5,-7,-2,-1.3,4,2
COc1ccc(N2CCN(C(=O)Cc3nn(C)c(=O)c4ccccc34)CC2)cc1,-3,-1,15,-4.6,-9,-1,-0.9,3,3
c1ccc2c(-n3cccn3)cccc2c1,-4,0,-1,-0.4,-10,0,-0.6,-11,2
CCOc1ccc2nc(NC(=O)CN3CCC(n4nnc5cc(F)ccc54)CC3)sc2c1,-21,0,28,0.0,9,-3,-0.5,-10,5
CCOc1c(Cl)cc(CNc2ccc(S(N)(=O)=O)cc2)cc1OC,-2[fluorescence artefact?],3,-2,1.3,-13,2,-0.3,-85,7
Cc1cc(C)cc(N2CN=C3SCC(=O)N3C2)c1,0,-5,3,-2.2,-36,-1,0.5,0,2
Cc1ccccc1Nc1nc(N)nc(-c2oc3ccccc3c2C)n1,5,-3,-23,0.3,-4,-2,-1.1,-5,1
CCOc1ccc(NC(=S)Nc2ccc(OC(F)(F)F)cc2)cc1,4,63*,-16,1.2,-7,-1,0.5,-12,51*
COc1cccc(N2CCN(c3ncnc4c3[nH]c3ccc(F)cc34)CC2C)c1 (centres undefined),-10,63*,39*,-3.7,22,-2,-0.6,-15,53*
COc1cccc(NS(=O)(=O)c2ccc3[nH]cc(C(=O)NCCN4CCOCC4)c(=O)c3c2)c1,x,2,1,0.1,1,-2,0.8,-22,7
CN(C(=O)c1ccc(OC2CCN(CCc3ccccc3)CC2)cc1)C1CCOCC1,3,3,-11,-0.6,-2,2,-1.4,-12,9
COC(=O)c1[nH]c2cc(OC)ccc2c1NC(=O)CN1CCOCC1,4,-4,6,0.3,-6,0,-0.3,-15,-1
COc1ccc(N(C(=O)COc2ccc(F)cc2)S(=O)(=O)c2ccc(C)cc2)cc1,0[fluorescence artefact?],5,8,-0.9,2,-1,0.9,-19,8
Cc1ccc(C(=O)Nc2c(-c3cccs3)c(=O)c3ccccc3n2C)cc1,-30[fluorescence artefact?],5,-18,-3.0,12,9.1*,0.0,x,6

# In a second layout: entries from further up.
mol	eIF4E-4G inh	Ba/F3 V617F tox	NPY-Y2 PAM-ag	S1P4 ag	S1P4 antag	Wee1 degr inh	PERK inhibitor	Mdm2 ligase inh	BaF3 parental
c1ccc2c(-n3cccn3)cccc2c1	-4	0	-1	-0.4	-10	0	-0.6	-11	2
CCOc1ccc2nc(NC(=O)CN3CCC(n4nnc5cc(F)ccc54)CC3)sc2c1	-21	0	28	0.0	9	-3	-0.5	-10	5
CCOc1c(Cl)cc(CNc2ccc(S(N)(=O)=O)cc2)cc1OC	-2[fluorescence artefact?]	3	-2	1.3	-13	2	-0.3	-85	7
Cc1cc(C)cc(N2CN=C3SCC(=O)N3C2)c1	0	-5	3	-2.2	-36	-1	0.5	0	2
Cc1ccccc1Nc1nc(N)nc(-c2oc3ccccc3c2C)n1	5	-3	-23	0.3	-4	-2	-1.1	-5	1
CCOc1ccc(NC(=S)Nc2ccc(OC(F)(F)F)cc2)cc1	4	63*	-16	1.2	-7	-1	0.5	-12	51*
COc1cccc(N2CCN(c3ncnc4c3[nH]c3ccc(F)cc34)CC2C)c1 (centres undefined)	-10	63*	39*	-3.7	22	-2	-0.6	-15	53*
COc1cccc(NS(=O)(=O)c2ccc3[nH]cc(C(=O)NCCN4CCOCC4)c(=O)c3c2)c1	x	2	1	0.1	1	-2	0.8	-22	7
CN(C(=O)c1ccc(OC2CCN(CCc3ccccc3)CC2)cc1)C1CCOCC1	3	3	-11	-0.6	-2	2	-1.4	-12	9
COC(=O)c1[nH]c2cc(OC)ccc2c1NC(=O)CN1CCOCC1	4	-4	6	0.3	-6	0	-0.3	-15	-1
COc1ccc(N(C(=O)COc2ccc(F)cc2)S(=O)(=O)c2ccc(C)cc2)cc1	0[fluorescence artefact?]	5	8	-0.9	2	-1	0.9	-19	8

# (listing goes on)
SMILES,eIF4E-4G inh,Ba/F3 V617F tox,NPY-Y2 PAM-ag,S1P4 ag,S1P4 antag,Wee1 degr inh,PERK inhibitor,Mdm2 ligase inh,BaF3 parental
CC(C)Cn1c(CN2CCN(C(=O)c3ccco3)CC2)nc2c1c(=O)n(C)c(=O)n2C,-3,2,-5,1.1,-11,4,-0.7,-13,4
Cc1cc(Cl)ccc1OC(C)C(=O)Nc1ccc([N+](=O)[O-])cn1 (centres undefined),-3,-5,7,0.1,-18,-1,0.1,-3,1
CCOC(=O)/C(=N\Nc1ccc(Br)cc1)N1CC(C)OC(C)C1 (centres undefined),-11,0,-3,2.2,-2,-3,0.3,x,-5
Cc1cc[n+](-c2nc([O-])n(-c3ccccc3)c2C=O)cc1,x,0,0,-1.6,-12,6,0.7,x,2
CC(C)c1ccc(C2CC(=O)N3CN(Cc4ccco4)CSC3=C2C#N)cc1 (centres undefined),14,0,10,0.6,-6,4,-0.2,-8,4
CCOC(=O)C1CCN(c2ncnc3c(C)csc23)CC1,2,2,-1,2.3,-5,0,0.1,-6,4
COc1ccc(C2N(c3cccc(Cl)c3)C(=O)C3CCCN32)cc1 (centres undefined),4,-2,-2,-1.3,-3,4,0.5,6,2
CC(C)(C)c1nc(Sc2ccc([N+](=O)[O-])cn2)n[nH]1,-2,-4,-5,2.1,-6,-2,0.4,-6,-4
O=S(=O)(Nc1ccc(N2CCCCC2)cc1)c1ccc(F)c(F)c1,7[fluorescence artefact?],0,4,-0.8,3,-2,0.8,4,7
CCCOc1ccc(C(=O)CCC(=O)OCC(=O)Nc2ccc(OCC)cc2)cc1,-10,3,-16,-0.4,12,1,0.4,x,-6
COCCOC(=O)C1=C(C)NC(=O)N(C(C)=O)C1c1ccc(Cl)cc1 (centres undefined),0,-2,17,0.9,4,3,0.5,6,4
